PRMT1 inh: inhibitors of human PRMT1; recombinant PRMT1, activity-based probe fluorescence polarization; inhibition, % at 2.79 µM; 370,000 tested, 1.3% active; AID 652257;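 active = inhibition above about 21% made by adding two undisclosed values, limit read from the data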
mABHD4 FP: ABHD4 (mouse) inhibition, primary FP screen. purified mABHD4, FP-Rh probe fluorescence polarization. inhibition, % at 8.92 µM. 370,000 tested, 0.54% active. AID 720543;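 active = inhibition exceeding the mean over every tested compound plus 3 SD, cut at about 30% in these data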;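 also: 0% = plate median of compound wells and 100% = S159A mutant with DMSO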
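assay system = mABHD4 protein | compound dosing = single nominal dose of 8.92 µM, 0.89% DMSO final | read-out basis = percent inhibition of probe binding, normalized to plate controls | schedule = Enzyme–compound pre-incubation 45 min, then probe 60 min, both 25 °C | detection = fluorescence polarization, excitation 525 nm, emission 598 nm, BODIPY TMR filters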
TDP2 absorb: blocks human TDP2 phosphodiesterase activity | O95551 | recombinant TDP2, T5PNP hydrolysis, p-nitrophenol absorbance 415 nm | inhibition, % at 12.8 µM | 370,000 tested, 0.34% active | AID 720702;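 active = inhibition above the mean of all tested compounds plus 3 SD, set per campaign, cut at about 25% in these data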;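 also: 0% = DMSO with enzyme and 100% = buffer with substrate but no TDP2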
Target sequence (O95551 whole entry, looked up): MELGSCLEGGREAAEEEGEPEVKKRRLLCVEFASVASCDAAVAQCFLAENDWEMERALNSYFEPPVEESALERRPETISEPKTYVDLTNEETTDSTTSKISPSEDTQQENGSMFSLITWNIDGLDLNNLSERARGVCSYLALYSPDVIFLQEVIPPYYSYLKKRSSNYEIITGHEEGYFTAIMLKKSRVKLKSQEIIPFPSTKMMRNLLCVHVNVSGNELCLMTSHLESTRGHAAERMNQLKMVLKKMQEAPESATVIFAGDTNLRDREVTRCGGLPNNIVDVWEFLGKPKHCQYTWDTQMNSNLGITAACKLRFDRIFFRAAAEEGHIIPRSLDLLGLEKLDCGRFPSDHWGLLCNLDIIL
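Evaluation: % inhibition relative to enzyme-containing and enzyme-free wells. Material: recombinant human TDP2. Benchmarks: enzyme-free and DMSO wells. Timing: enzyme reaction with compound for 2 h at 37 °C. Compound dosing: 12.8 µM only. Measured by: p-Nitrophenol epi absorbance. Reagent: T5PNP substrate at 5 mM, a TopII-DNA adduct mimic. Replication: single well per compound.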
PG9 Ab binder: PG9 antibody binding by small molecule; TR-FRET gp120-PG9 antibody binding; 360,000 tested, 0.43% active; inhibition, % at 6.7 µM; in the data active = inhibition above about 8.5%
rCAG RNA binder: r(CAG) repeat RNA binding. TO-PRO-1 dye displacement fluorescence. inhibition, % at 3 µM. 370,000 tested, 1.3% active. AID 651821;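 active = inhibition above the plate cutoff, the mean of all test compounds on that plate plus 3 SD, cut at about 35% in these data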;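 also: 0% = DMSO alone and 100% = 100 µM mitoxantrone as full dye displacement; higher means more dye released from RNA so lower well fluorescence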
NR1D1 modulator: modulates human Rev-erb alpha binding to DNA. P20393. Rev-erbα–FITC-DNA binding, fluorescence polarization, 90 min. activity, % at 10 µM. 370,000 tested, 0.79% active. AID 1259318;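 active = activity above about 14%, limit read from the data; passing the limit was not always enough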;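 also: 0% = DMSO wells with 35 nM protein and 100% = DMSO wells with 750 nM protein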
LEDGF integ inh: blocks HIV-1 LEDGF/p75-dependent DNA integration; TR-FRET IN-LEDGF/p75 DNA integration, Eu/Cy5; inhibition, % at 3.7 µM; 370,000 tested, 0.64% active;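 active = inhibition above the screen-wide mean plus 3 SD, cut at about 13% in these data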;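 also: signal is the Cy5 over europium emission ratio at 671 and 618 nm; 0% = plate median of compound wells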
HTRA1 inhibitor: inhibitors of human serine peptidase HTRA1; recombinant HTRA1, FP-rhodamine activity-based probe, fluorescence polarization; inhibition, % at 5.96 µM; 340,000 tested, 0.5% active; AID 504803; in the data active = inhibition above about 36%;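 also: 0% = enzyme with DMSO and 100% = wells lacking enzyme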
Target sequence (Q92743 whole entry, looked up): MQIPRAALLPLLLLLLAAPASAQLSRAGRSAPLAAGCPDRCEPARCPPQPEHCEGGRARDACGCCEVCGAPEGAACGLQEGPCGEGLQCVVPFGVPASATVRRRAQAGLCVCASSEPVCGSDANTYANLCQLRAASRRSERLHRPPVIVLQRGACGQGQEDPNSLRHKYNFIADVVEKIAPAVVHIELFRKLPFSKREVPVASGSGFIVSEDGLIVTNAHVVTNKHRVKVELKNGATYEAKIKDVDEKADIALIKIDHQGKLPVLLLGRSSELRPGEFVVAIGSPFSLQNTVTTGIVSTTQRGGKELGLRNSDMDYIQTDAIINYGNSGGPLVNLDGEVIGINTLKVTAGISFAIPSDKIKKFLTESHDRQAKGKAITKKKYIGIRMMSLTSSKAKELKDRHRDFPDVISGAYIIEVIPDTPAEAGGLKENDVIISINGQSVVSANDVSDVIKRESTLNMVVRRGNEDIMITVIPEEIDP
SIAE primary: blocks human sialic acid acetylesterase | Q9HAT2 | SIAE FP-Rh probe binding, fluorescence polarization | inhibition, % at 9.66 µM | 370,000 tested, 0.69% active | AID 1053197;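 active = inhibition above a cutoff: mean of compounds within the control limits plus 3 SD of those, cut at about 17% in these data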;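 also: 0% = plate median of compound wells and 100% = probe without SIAE protein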
TCR CD3 inh: blocks the human TCR-CD3 interaction; TAMRA-labeled TCR probe fluorescence, biochemical; inhibition, % at 9.4 µM; 360,000 tested, 0.37% active; AID 651800; in the data active = inhibition above about 19%;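 also: recombinant mutant TCR 2C K166C tagged with TAMRA read by polarization; 0% = receptor in buffer alone and 100% = receptor with positive control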
* = called active by the depositor; nt = no result given. An excerpt; the hit share may differ from the screen's.

1	COc1ccc(O)c(C2=Nc3ccccc3N=C(c3ccccc3)C2)c1
2	COc1ccc(CN2CCCC(N3CCc4ccccc4C3)C2)c(O)c1 (configuration not stated)
3	CC1=CC(C)[C@@H]2COC(c3ccc(O)cc3)[C@H]1C2C (some centres not stated)
4	CCOC(=O)C(O)C1CCc2c([nH]c3ccc(C)cc23)C1=O (configuration not stated)
5	CCc1nnc(NS(=O)(=O)c2ccc(NC(=S)NC(=O)c3ccc(OC)c(OC)c3)cc2)s1
6	COc1cccc(OCCCOc2ccc([N+](=O)[O-])cc2Cl)c1
7	CCOc1ccc(S(=O)(=O)n2cc(F)c(=O)[nH]c2=O)cc1[N+](=O)[O-]
8	Cc1oc(/C=N/NC(=O)CN(c2ccccc2Br)S(C)(=O)=O)cc1Br
assay / entry	1	2	3	4	5	6	7	8
mABHD4 FP	2	1	-5	3	-9	-7	9	2
SIAE primary	6	-5	-1	2	-11	-8	7	-6
LEDGF integ inh	-2	-5	-2	0	-3	-4	-6	-2
TDP2 absorb	-5	-5	-4	8	5	3	-5	-7
NR1D1 modulator	4	-6	5	-6	-5	3	-5	5
TCR CD3 inh	4	-8	-7	-6	-4	4	-9	6
rCAG RNA binder	1	-7	8	1	68*	2	5	1
PG9 Ab binder	-1.4	0.9	-1.1	1.8	-0.6	-2.7	1.9	-0.7
HTRA1 inhibitor	-11	0	-19	-3	-24	-21	-2	-6
PRMT1 inh	1	2	7	1	0	0	3	1

9	Cc1ccc(-c2cccc(NC(=O)C3C4C=CC(C4)C3C(=O)O)c2)o1 (configuration not stated)
10	Cc1c(Br)cccc1NC(=O)c1sccc1-n1cccc1
11	CCOc1cc(C(=O)OC(C)C(=O)Nc2ccc(NC(C)=O)cc2)ccc1OCC(=O)N1CCCCC1 (configuration not stated)
12	Cc1ccc(NC(=O)CC(C(=O)O)c2ccccc2)cc1 (configuration not stated)
13	C/C(=N/OC(=O)c1c(-c2ccccc2Cl)noc1C)c1cnccn1
14	Cc1ccc(CNC(=O)Nc2ccc(F)cc2)n1C
15	CCOc1ccc(-c2nc3scc(-c4cccs4)c3c(=O)[nH]2)cc1
16	COC(=O)CN(c1cc(Cl)ccc1OC)S(=O)(=O)c1ccc(C)cc1
assay / entry	9	10	11	12	13	14	15	16
mABHD4 FP	-5	-13	1	2	1	4	9	-8
SIAE primary	1	-1	-8	-18	-1	-1	-9	5
LEDGF integ inh	-4	0	1	1	5	1	-1	0
TDP2 absorb	-12	-6	-2	7	5	3	22	8
NR1D1 modulator	-6	-3	3	-1	2	-1	20	2
TCR CD3 inh	5	0	3	3	2	-3	2	5
rCAG RNA binder	6	-3	-3	1	-5	9	2	-7
PG9 Ab binder	-0.5	1.1	-3.1	-0.8	0.2	-1.1	1.8	0.1
HTRA1 inhibitor	-7	-26	4	4	5	4	5	-10
PRMT1 inh	54*	-1	0	-1	-8	2	-3	-4

17	COc1ccc(-n2c(COc3cccc(C)c3)n[nH]c2=S)cc1
18	CCCCOC(=O)N1CCOCCOCCOCC1
19	Nc1[nH]nc2c1NN(c1ccc(Cl)cc1Cl)N2
20	CCOC(=O)CCCn1ncn2c(cc3occc32)c1=O
21	CCC1(c2ccc(F)cc2)NC(=O)N(CC(=O)NC2CCCC(C)C2C)C1=O (configuration not stated)
22	COc1cc(C(C)=O)ccc1OC(=O)N1CCOCC1
23	Oc1ccccc1-n1nc2ccc3nonc3c2n1
24	Cc1ccc(-n2c(C)cn(C(=O)c3ccccc3)c2=S)cc1
assay / entry	17	18	19	20	21	22	23	24
mABHD4 FP	-3	8	6	-1	1	3	3	-2
SIAE primary	19*	3	1	3	-3	2	-1	-1
LEDGF integ inh	3	4	2	-1	0	-2	1	-4
TDP2 absorb	9	1	9	-8	3	-3	12	7
NR1D1 modulator	-2	1	-2	-2	8	-2	-4	4
TCR CD3 inh	-2	4	6	0	2	-10	-6	-1
rCAG RNA binder	4	-3	-1	-1	-2	1	0	-5
PG9 Ab binder	2.1	-1.6	-1.5	-2.1	2.6	1.7	3.1	1.2
HTRA1 inhibitor	-2	-2	3	-1	-9	3	0	-16
PRMT1 inh	3	0	-1	-1	1	3	1	4

A different layout for nine compounds above.
cpd | Structure | mABHD4 FP | SIAE primary | LEDGF integ inh | TDP2 absorb | NR1D1 modulator | TCR CD3 inh | rCAG RNA binder | PG9 Ab binder | HTRA1 inhibitor | PRMT1 inh
16 | COC(=O)CN(c1cc(Cl)ccc1OC)S(=O)(=O)c1ccc(C)cc1 | -8 | 5 | 0 | 8 | 2 | 5 | -7 | 0.1 | -10 | -4
17 | COc1ccc(-n2c(COc3cccc(C)c3)n[nH]c2=S)cc1 | -3 | 19* | 3 | 9 | -2 | -2 | 4 | 2.1 | -2 | 3
18 | CCCCOC(=O)N1CCOCCOCCOCC1 | 8 | 3 | 4 | 1 | 1 | 4 | -3 | -1.6 | -2 | 0
19 | Nc1[nH]nc2c1NN(c1ccc(Cl)cc1Cl)N2 | 6 | 1 | 2 | 9 | -2 | 6 | -1 | -1.5 | 3 | -1
20 | CCOC(=O)CCCn1ncn2c(cc3occc32)c1=O | -1 | 3 | -1 | -8 | -2 | 0 | -1 | -2.1 | -1 | -1
21 | CCC1(c2ccc(F)cc2)NC(=O)N(CC(=O)NC2CCCC(C)C2C)C1=O (configuration not stated) | 1 | -3 | 0 | 3 | 8 | 2 | -2 | 2.6 | -9 | 1
22 | COc1cc(C(C)=O)ccc1OC(=O)N1CCOCC1 | 3 | 2 | -2 | -3 | -2 | -10 | 1 | 1.7 | 3 | 3
23 | Oc1ccccc1-n1nc2ccc3nonc3c2n1 | 3 | -1 | 1 | 12 | -4 | -6 | 0 | 3.1 | 0 | 1
24 | Cc1ccc(-n2c(C)cn(C(=O)c3ccccc3)c2=S)cc1 | -2 | -1 | -4 | 7 | 4 | -1 | -5 | 1.2 | -16 | 4

Later entries:
25	COc1cccc(NC(=O)C(C)NS(=O)(=O)c2ccc(Br)cc2)c1 (configuration not stated)
26	CC(=O)N1CCC[C@H]1C(=O)O
27	Cc1nc([N+](=O)[O-])cn1CC(=O)NCCCO
28	CC(C)N(C(=O)COC(=O)Cn1cnc2ccccc21)c1ccccc1
29	CCN1C(=O)[C@@H]2[C@@H](c3ccc(-c4cccc(Cl)c4)cc3)N3CCC[C@@]3(C(=O)OC)[C@@H]2C1=O
30	CC(=O)Nc1nnc(-c2ccco2)o1
31	COc1cccc(NC(=O)Cn2c(=O)n(-c3cc(OC)c(OC)c(OC)c3)c(=O)c3ccccc32)c1
32	CCN(CC)S(=O)(=O)c1ccc(NC(=O)C(OC)c2ccccc2)cc1 (configuration not stated)
assay / entry	25	26	27	28	29	30	31	32
mABHD4 FP	-3	-1	-1	4	-4	-2	1	-2
SIAE primary	-5	5	-4	4	-7	-1	2	-2
LEDGF integ inh	-2	2	-3	-2	-3	-1	0	1
TDP2 absorb	6	15	5	9	-2	0	-6	2
NR1D1 modulator	1	-7	-1	9	0	0	1	2
TCR CD3 inh	5	4	-1	-3	1	0	12	4
rCAG RNA binder	1	0	0	-6	3	-3	5	-7
PG9 Ab binder	-1.8	-0.6	-3.1	-1.8	-0.1	0.7	1.3	-0.8
HTRA1 inhibitor	-2	7	1	2	-19	1	3	-1
PRMT1 inh	1	-3	-2	1	0	6	1	-2

33	CCCCNC(=O)C1(C)CCN1C(=O)c1ccc2ccccc2n1 (configuration not stated)
34	COC(=O)c1ccc2c(=O)n(Cc3ccc(C(=O)NCCCN4CCOCC4)cc3)c(=S)[nH]c2c1
35	CC(C)c1ccccc1NC(=O)c1ccccc1NC(=O)C1CCCCC1
36	COc1cc(C(=O)N/N=C/c2cn(Cc3cccc(F)c3)c3ccccc23)ccc1O
37	CC1=C(C(=O)OCc2ccccc2)C(c2ccc(C)o2)C2=C(CCCC2=O)N1 (configuration not stated)
38	COc1ccc2c(c1)c(=O)c(Br)c(C)n2Cc1ccccc1
39	O=C(NC1CCCCC1)C12CC3CC(CC(Cl)(C3)C1)C2
40	Cc1cc(C)n(CCCN2C(=O)c3cccc4cccc(c34)C2=O)n1
assay / entry	33	34	35	36	37	38	39	40
mABHD4 FP	-7	-9	-11	5	-4	0	-14	6
SIAE primary	-5	-2	-9	30*	33*	-1	-5	1
LEDGF integ inh	4	2	-2	-4	3	-4	3	0
TDP2 absorb	-4	-7	-7	2	-1	6	8	4
NR1D1 modulator	-7	-7	6	3	7	1	0	6
TCR CD3 inh	-1	-5	0	-6	3	6	-7	-8
rCAG RNA binder	-1	1	-3	19	1	2	1	-5
PG9 Ab binder	0.5	-1.4	-0.2	-1.0	-1.3	2.2	1.7	-1.9
HTRA1 inhibitor	nt	1	3	3	-5	-20	1	-8
PRMT1 inh	4	5	2	7	2	0	0	-4

41	NC(CCc1ccccc1)c1csc(NC(=O)Nc2ccccc2Oc2ccccc2)n1 (configuration not stated)
42	O=C(COC(=O)/C=C/c1cccc(C(F)(F)F)c1)Nc1cccc2ccccc12
43	COc1ccc(C2Nc3ccccc3C(=O)N2c2ccccc2)cc1Cn1cc([N+](=O)[O-])cn1 (configuration not stated)
44	CC1(C)CC(=O)c2sc(NS(=O)(=O)c3cc(Cl)ccc3Cl)nc2C1
assay / entry	41	42	43	44
mABHD4 FP	1	9	-4	-9
SIAE primary	-5	-6	0	-3
LEDGF integ inh	10	3	-3	3
TDP2 absorb	-16	2	-8	13
NR1D1 modulator	2	-4	-2	-7
TCR CD3 inh	-1	-3	-3	0
rCAG RNA binder	20	1	4	34
PG9 Ab binder	-0.3	1.1	-1.7	-2.6
HTRA1 inhibitor	nt	6	-14	-9
PRMT1 inh	-5	-1	1	2

High-throughput results as filed in PubChem.
